SNCA expr inhib – reduces expression of the alpha-synuclein gene; HEK-293 SNCA-luciferase knock-in, luminescence, 24 h; Potency, µM (series often up to 57.2 µM), for inactives: at the highest dose activity change, negative = inhibition, actives largely listed as inhibitors; 140,000 tested, 0.17% active;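 also: potency is read from the fitted curve at half-maximal effect; plate controls were DMSO cells for no effect and cell-free wells for full effect; nearly all actives have a fitted effect of over 45% in size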
IP6K1 inhibitor – IP6K1 kinase inhibition | Q92551 | IP6K1 kinase, ADP-Glo luminescence, 2 h; stronger effect = lower value | activity change, % (series mostly up to about 58 µM) | 140,000 tested, 0.81% active | AID 1645851; in the data active = activity change below about -25%
Target sequence (Q92551 whole entry, looked up): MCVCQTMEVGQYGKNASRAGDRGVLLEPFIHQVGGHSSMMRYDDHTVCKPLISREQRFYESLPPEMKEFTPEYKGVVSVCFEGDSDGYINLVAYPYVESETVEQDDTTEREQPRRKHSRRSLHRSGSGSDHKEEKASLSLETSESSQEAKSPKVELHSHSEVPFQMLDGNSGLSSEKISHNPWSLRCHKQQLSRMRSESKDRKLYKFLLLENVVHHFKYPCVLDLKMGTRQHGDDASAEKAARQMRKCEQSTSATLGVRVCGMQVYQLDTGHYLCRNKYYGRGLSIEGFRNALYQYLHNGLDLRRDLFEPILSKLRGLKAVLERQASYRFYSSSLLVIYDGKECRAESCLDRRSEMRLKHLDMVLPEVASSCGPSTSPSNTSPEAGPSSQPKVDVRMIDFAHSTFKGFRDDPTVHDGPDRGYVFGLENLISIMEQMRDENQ
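ADP-Glo luminescence measures ADP made by human IP6K1 during a 2 h RT reaction with ATP/IP6 (mix at 1.3 mM/130 uM); top library doses 57.5 and 19.1 uM final.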
HEK293 viab – reduces viability of HEK-293 SNCA reporter cells | HEK-293-SNCA-luc viability, GF-AFC fluorescence, 24 h | Potency, µM (series often up to 57.1 µM), inactives show at the top dose activity change, negative = cytotoxicity, usual class: cytotoxic | 150,000 tested, 0.12% active;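 also: potency is read from the fitted curve at half-maximal effect; 0% = DMSO-treated cells and -100% = medium-only wells without cells; nearly all actives have a fitted effect of over 30% in size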
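HEK-293-SNCA-luc cells (1500/well) plated 24 h, then exposed 24 h to a dilution series; GF-AFC added 30 min at 37C, fluorescence 405/540 nm; normalised to medium-only and DMSO wells, Hill fit.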
HEK cytotox – HEK 293 cell cytotoxicity; Potency, µM (series often up to 115 µM), inactives show at the highest dose activity change, negative = cytotoxicity, most hits filed as inhibitors; AID 1345083; 94,000 tested, 6.6% active; HEK 293 viability, ATP luminescence (CellTiter-Glo), 48-72 h; also: potency is read from the fitted curve at half-maximal effect; nearly all actives have a fitted effect of over 60% in size
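Pintool-delivered compounds were incubated with HEK 293 cells (250 cells/well) at 37 degree Celsius for 48 or 72 hr. ATP-dependent luminescence (CellTiter-Glo) then reported remaining viable cells.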
3T3 cytotox – kills NIH 3T3 cells; 94,000 tested, 4.3% active; AID 1345082; Potency, µM (top dose mostly 96.7 µM), for the others: at the top dose activity change, negative = cytotoxicity, hits mostly inhibitors; NIH 3T3 viability, CellTiter-Glo ATP luminescence, 48-72 h; also: potency is read from the fitted curve at half-maximal effect; nearly all actives have a fitted effect of over 55% in size
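ATP-dependent luminescence (CellTiter-Glo) served as the viability signal for NIH 3T3 cells treated with compound for 48 or 72 hr at 37 °C.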
FLuc inh – blocks purified firefly luciferase enzyme activity; purified P. pyralis luciferase, luminescence, biochemical; Potency, µM (titrated, usually from 115 µM), for the others: at the top dose activity change, negative = inhibition, most hits filed as inhibitors; 76,000 tested, 2.5% active; AID 1347043; also: potency is read from the fitted curve at half-maximal effect; nearly all actives have a fitted effect of over 65% in size
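FLuc 10nM, D-luciferin 10uM, ATP 10uM, Mg acetate 10mM, Tris acetate pH 7.5, Tween/BSA; cpd qHTS; enzyme added last; CCD luminescence.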
GPT2 inh – GPT2 alanine aminotransferase inhibition | Q8TD30 | Recombinant GPT2, coupled pyruvate oxidase/HRP Amplex Red fluorescence | Potency, µM (doses to about 57.7 µM), for the others: at the top dose activity change, negative = inhibition, most hits filed as inhibitors | 100,000 tested, 0.25% active | AID 1671188; also: potency is read from the fitted curve at half-maximal effect; nearly all actives have a fitted effect of over 60% in size; many of its hits are not listed in these tables
Target sequence (Q8TD30 whole entry, looked up): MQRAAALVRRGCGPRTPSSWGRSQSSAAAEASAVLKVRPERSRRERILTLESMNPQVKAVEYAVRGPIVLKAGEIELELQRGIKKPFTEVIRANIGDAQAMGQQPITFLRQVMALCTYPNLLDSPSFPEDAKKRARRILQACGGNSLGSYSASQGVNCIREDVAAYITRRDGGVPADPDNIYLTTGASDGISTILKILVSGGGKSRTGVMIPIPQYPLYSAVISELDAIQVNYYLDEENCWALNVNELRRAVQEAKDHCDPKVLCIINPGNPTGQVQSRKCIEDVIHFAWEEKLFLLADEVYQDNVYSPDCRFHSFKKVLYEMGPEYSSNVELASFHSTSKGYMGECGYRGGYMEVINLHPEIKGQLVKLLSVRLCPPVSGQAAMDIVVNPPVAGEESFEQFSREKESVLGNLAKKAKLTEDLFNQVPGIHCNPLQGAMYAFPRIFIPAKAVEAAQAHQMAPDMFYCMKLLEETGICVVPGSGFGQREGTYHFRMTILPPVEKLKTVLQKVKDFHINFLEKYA
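Fluorescence read-out: pyruvate from GPT2 turnover coupled to pyruvate oxidase, HRP and Amplex Red (0.2mM ThPP, 0.2U/mL PO and HRP, 50uM Amplex final). Substrates 250uM a-KG, 2mM L-alanine; enzyme 10ng/uL; 30 min RT.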
An asterisk follows results filed as active; i = inactive; u = inconclusive; x = not tested or not shown; & = joins results of further samples; [ ] = remark or other dose. Unless noted, calls follow the shape of the dose curve; as a rule, active = well fitted curve in the direction sought with a large enough effect; inconclusive = small, poorly fitted or top-dose-only effect, or another doubt; inactive = no such curve, though single readings can be large; an effect the other way counts as inactive or inconclusive. Unless noted, % is scaled to controls: 0 for no effect and ±100 for the full control effect.

1. O=C(C1CCC(CO)CC1)N1CCC2(CCC(=O)N(C3CC3)C2)CC1 (centres undefined)
2. NS(=O)(=O)c1cc2c(cc1Cl)NCNS2(=O)=O
3. CO[C@H]1C(=O)N(C(C)C)[C@H]1C1CCN(C(=O)Cc2cccc(F)c2)CC1
4. CC(=O)N1CCN([C@H]2[C@@H]3OC[C@@H](O3)[C@@H](NCc3ccc4c(c3)OCO4)[C@@H]2O)CC1
5. CC(C)(O)CC(CO)NC(=O)CC(O)CC(=O)Cc1ccccc1 (centres undefined)
6. CN1C2CCC1CC(OC(=O)c1c[nH]c3ccccc13)C2 (centres undefined)
7. CCN(C(=O)Cn1c(SCC(=O)Nc2ccc(OC)cc2)nc2ccccc21)c1cccc(C)c1
8. O=C(c1ccc(-c2cncnc2)cc1)N1CCC(C(=O)N2CCCCC2)CC1
Screen / compound no.	1	2	3	4	5	6	7	8
SNCA expr inhib	1%	0%	-25%	-2%[87.6 µM]	x	-5%	8%	u
IP6K1 inhibitor	-2	9	25	-4	12	x	7	4
HEK293 viab	7%	9%	5%	6%[87.6 µM]	-28%	-2%	u	0%
HEK cytotox	i	x	-20%	-19%[172 µM]	x	x	x	-5%
3T3 cytotox	2%	x	u	-14%[174 µM]	x	x	x	-13%
FLuc inh	7%	x	x	-2%[172 µM]	x	x	x	x
GPT2 inh	-17%	1%&0%	-20%	0%[88.5 µM]	-2%[27.3 µM]	0%	x	5%

9. CN1CCCC2(C1)CN(Cc1cccnc1)c1ccc(C(=O)NCc3cccs3)cc12 (centres undefined)
10. O=C1NCc2ccccc2CC12CCN(Cc1cnc3ccccc3c1)CC2
11. CN1CCN(C(=O)CC[C@@H]2CNC(=O)[C@@H]3C[C@H](NC(=O)c4cccc(F)c4)CN23)CC1
12. Cc1cc(C(=O)N2CC(Cn3c(C)cnc3-c3ccncc3)C2)nn1C
13. O=C1CCN(C(=O)C2CCCC2)CCCC(C(=O)N2CCN(c3ccccn3)CC2)CCN1 (centres undefined)
14. O=C(C[C@H]1NC(=O)c2ccccc2NC1=O)NC1CCCCC1
15. Cc1sc2ncn(CC(=O)Nc3ccc(C(F)(F)F)cc3)c(=O)c2c1S(=O)(=O)N1CCN(C)CC1
16. CC(=O)OC1C(OC(=O)c2ccccc2)C2C(C)(C)CC(=O)CC2(C)C23CCC(C)(C2)C(O)CC13 (centres undefined)
Screen / compound no.	9	10	11	12	13	14	15	16
SNCA expr inhib	-1%[87.6 µM]	-7%	-10%[87.6 µM]	-4%	18%	u	3%	x
IP6K1 inhibitor	14	-1	18	10	-1	2	-4	-7
HEK293 viab	2%[87.6 µM]	-28%	4%[87.6 µM]	8%	9%	7%	24%	-13%[23.9 µM]
HEK cytotox	u	u	-9%[172 µM]	0%	-6%	1%	x	x
3T3 cytotox	u	-18%	-17%[174 µM]	-16%	1%	i	x	x
FLuc inh	-12%[172 µM]	x	2%[172 µM]	x	2%	4%	x	x
GPT2 inh	3%[88.5 µM]	1%	-37%[88.5 µM]	4%	-5%	-4%	x	i

17. COc1ccc(OC)c(C2C(C(=O)Nc3ccccc3OC)=C(C)Nc3c(C(=O)Nc4ccc(F)cc4)cnn32)c1 (centres undefined)
18. O=C(NC1CCN(c2ccc3nnc(C4CC4)n3n2)C1)c1ccc(F)cc1 (centres undefined)
19. COc1ccc(C(=O)N2CCC(O)(CO)CC2)c(OC)c1OC
20. Cn1ccnc1
21. COc1cccc(CC(=O)N[C@@H]2CN(Cc3ccncc3)C[C@H]2CN(C)C)c1
22. COc1ccc(NC(=O)N2CCOc3ccc(CN4CCc5ccccc5C4)cc3C2)cc1
23. CCOc1ccc(-c2cc3c(=O)n(CCNC(=O)c4cccc(N(C)C)c4)ccn3n2)cc1
24. CC[C@H](O)[C@@H]1N(C(=O)c2csc(-c3cccs3)n2)C2CCC1(O)CC2
Screen / compound no.	17	18	19	20	21	22	23	24
SNCA expr inhib	-7%	x	-2%	7%	-2%	2%	94%[activator]	x
IP6K1 inhibitor	18	7	-1	x	15	-2	-10	-8
HEK293 viab	10%	x	-4%	7%	0%	-18%	-6%	x
HEK cytotox	x	-1%	-3%	x	-8%	u	u	u
3T3 cytotox	x	-22%	i	x	-8%	u	-24%	-17%
FLuc inh	x	x	6%	x	-3%	-5%	2.5µM*	x
GPT2 inh	x	x	i[11.5 µM]	i	0%	-12%	i	x

Laid out differently: entries from further up
no. | smiles | SNCA expr inhib | IP6K1 inhibitor | HEK293 viab | HEK cytotox | 3T3 cytotox | FLuc inh | GPT2 inh
19 | COc1ccc(C(=O)N2CCC(O)(CO)CC2)c(OC)c1OC | -2% | -1 | -4% | -3% | i | 6% | i[11.5 µM]
18 | O=C(NC1CCN(c2ccc3nnc(C4CC4)n3n2)C1)c1ccc(F)cc1 (centres undefined) | x | 7 | x | -1% | -22% | x | x
17 | COc1ccc(OC)c(C2C(C(=O)Nc3ccccc3OC)=C(C)Nc3c(C(=O)Nc4ccc(F)cc4)cnn32)c1 (centres undefined) | -7% | 18 | 10% | x | x | x | x
22 | COc1ccc(NC(=O)N2CCOc3ccc(CN4CCc5ccccc5C4)cc3C2)cc1 | 2% | -2 | -18% | u | u | -5% | -12%

Next part
25. Cc1cc(N2CCC(C(=O)Nc3ccc(Cl)cc3)CC2)n2nc(C)c(-c3ccc(Cl)cc3)c2n1
26. O=C(Nc1c(Cl)cncc1Cl)c1ccc(OC(F)F)c(OCC2CC2)c1
27. CCN1CCc2[nH]cnc2C12CCN(C(=O)c1cccc3nccnc13)CC2
28. CCC(=O)N1CCc2cc(S(=O)(=O)NC(CC(C)C)C(=O)NCc3ccc(F)cc3)ccc21 (centres undefined)
29. O=C(c1cccc(Cl)c1)N1CCC(C(=O)N2CCC(c3nc4ccncc4[nH]3)CC2)CC1
30. CCOc1ccc2c(n1)CCN(C(=O)Nc1ccc(CC)cc1)C2
31. Cc1cccc(NC(=O)N2CC(=O)Nc3sc4c(c3C2c2ccccc2)CCCC4)c1C (centres undefined)
32. CCOCCCNC(=O)N1CCC2(CC1)CC(N(C(=O)c1ccccc1)C1CC1)CCO2 (centres undefined)
Screen / compound no.	25	26	27	28	29	30	31	32
SNCA expr inhib	7%	11%	7%	-14%	-28%	95%[activator]	u	2%
IP6K1 inhibitor	-9	x	6	9	3	6	-5	-12
HEK293 viab	0%	-2%	2%	-2%	8%	-7%[12.5 µM]	-18%	0%
HEK cytotox	x	x	u	x	3%	u	x	-15%
3T3 cytotox	x	x	2%	x	-12%	u	x	-21%
FLuc inh	x	x	-5%	x	x	u	x	1%
GPT2 inh	x	5%	i	x	2%	i	x	i

33. CN(C)CCCn1ccnc1C1CCCN(C(=O)N(C)c2ccccc2)C1 (centres undefined)
34. CCc1cc(N2CCC(Cc3nncn3C)CC2)nc(N2CCOCC2)n1
35. CCC1(C(=O)Nc2ccc(OC)cc2)CCCCC(=O)N1 (centres undefined)
36. O=C(NCc1ccccc1)C1CN(C2CCCC2)C(=O)N1 (centres undefined)
37. CN1C(=O)C2(CCN(C(=O)c3ccc4c(c3)OCO4)C2)c2ccccc21 (centres undefined)
38. CC(C)Cc1ccc(CN2CCC3(CC2)Cc2ccccc2CNC3=O)cc1
39. Cc1cccc(CN2CCCN(S(=O)(=O)c3ccccc3)CCC(=O)NCC2)c1
40. O=C(c1ccccc1F)N1CCC2(Cc3ccccc3NC2=O)C1 (centres undefined)
Screen / compound no.	33	34	35	36	37	38	39	40
SNCA expr inhib	2%	0%	-1%	-8%[87.6 µM]	-16%	u	4%	u
IP6K1 inhibitor	-8	-10	19	-18	3	-1	0	10
HEK293 viab	-5%	7%	-8%	2%[12.5 µM]	-14%	-14%	5%	-3%[87.6 µM]
HEK cytotox	3%	-1%	5%	-2%[172 µM]	-26%	22µM*	u	-26%[172 µM]
3T3 cytotox	-22%	i	i	5%[138 µM]	-22%	25µM*	u	-21%[138 µM]
FLuc inh	4%	-4%	-2%	x	1%	x	-1%	1%[172 µM]
GPT2 inh	i	-28%	i	-7%[88.5 µM]	4%	i	-1%	0%[88.5 µM]

41. Cc1cccc2c1nc1n2[C@@H](CNC2CCC2)COC1
42. O=C(O)CCc1nc(C2CCOCC2)nn1CC1CCCCC1
43. COCc1cn2c(=O)n(C)cc(-c3ccnc(OC)c3)c2n1
44. O=C(c1cc(F)ccc1F)N1CCC(n2cc(-c3nc(-c4ccccc4)no3)nn2)C1 (centres undefined)
45. O=C(c1ccccc1)N1CCC(C(=O)N2CCC(N3Cc4ccccc4C3=O)CC2)CC1
46. Cc1ccc(CN2CCC(N3CC(OCC4CC4)C34CCOCC4)CC2)s1 (centres undefined)
47. COc1ccc(C(=O)N(Cc2cc(OC)c(OC)c(OC)c2)C2CCS(=O)(=O)C2)cc1Cl (centres undefined)
48. CCOc1ccc(CN2CCN(Cc3ccc4c(c3)c3ccccc3n4CC)CC2)cc1
Screen / compound no.	41	42	43	44	45	46	47	48
SNCA expr inhib	6%[87.6 µM]	-18%	-19%[87.6 µM]	26%	-2%&7%	-28%	31%[activator]	-2%
IP6K1 inhibitor	-2	-5	-8	14	-2&-6	5	1	-32*
HEK293 viab	-9%[87.6 µM]	-1%	5%[87.6 µM]	-8%	12%&0%	u	-6%	-4%
HEK cytotox	u	5%	-4%[172 µM]	u	u	u	x	x
3T3 cytotox	-33%[174 µM]	0%	u	u	-28%&-9%	u	x	x
FLuc inh	-14%[230 µM]	-9%	-11%[172 µM]	-24%	x	-9%	x	x
GPT2 inh	1%[88.5 µM]	-4%	u	i	3%&-2%	-8%	x	x

49. COc1ccc(C(=O)N[C@@H]2CCC[C@@H]2C(=O)NCCC(C)C)cc1
50. COc1ccc(C(=O)N2CC[C@@H](CC(=O)O)[C@@H](CCN3CCCN(C(C)=O)CC3)C2)cc1
51. Cc1nc(CN2C(=O)OC3(CCN(Cc4c[nH]c5ccccc45)CC3)C2(C)c2ccccc2)cs1 (centres undefined)
52. Cc1cccc(C(=O)Nc2nc(-c3nnn(-c4cc(F)ccc4F)c3C)ns2)c1
53. CCn1cc(S(=O)(=O)N2CCC3(CC2)C(C(=O)O)CC(=O)N3C)c(C)n1 (centres undefined)
54. CC(C)c1noc(-c2cn(C3CCN(C(=O)c4ccc(F)c(F)c4)CC3)nn2)n1
55. CCOc1ccccc1C(=O)NCc1nnc2ccc(-c3ccc(C)c(C)c3)nn12
56. COc1ccc(CNC(=O)CC2CCCN(c3cn[nH]c(=O)c3)C2)cc1 (centres undefined)
Screen / compound no.	49	50	51	52	53	54	55	56
SNCA expr inhib	33%[activator]	3%	0%	6%	22%	-15%	22%	3%
IP6K1 inhibitor	4	-6	-11	23	24	-2	3	15
HEK293 viab	-16%	6%	-7%	0%	3%	3%	5%	9%
HEK cytotox	i	u	u	x	i	u	u	14%
3T3 cytotox	-12%	u	20µM*	x	i	u	-25%	i
FLuc inh	2%	-27%	3%	x	6%	-3%	0%	-4%
GPT2 inh	2%	4%	i	x	0%[11.5 µM]	i	i	-1%
